Compound activity as filed in PubChem BioAssay.
USP2a block = inhibitors of human ubiquitin-specific protease USP2a; O75604; USP2 core, Ub-CHOP2 coupled fluorogenic reporter, 485/531; Potency, µM (doses to about 38.3 µM), for the others: at the top dose activity change, negative = inhibition, actives largely listed as inhibitors; actives 0.01% (n = 330,000);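 further: potency means the concentration at half of the fitted maximal effect; plate controls were DMSO wells for no effect and full inhibition by NEM control for full effect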
Target sequence (O75604 whole entry, looked up): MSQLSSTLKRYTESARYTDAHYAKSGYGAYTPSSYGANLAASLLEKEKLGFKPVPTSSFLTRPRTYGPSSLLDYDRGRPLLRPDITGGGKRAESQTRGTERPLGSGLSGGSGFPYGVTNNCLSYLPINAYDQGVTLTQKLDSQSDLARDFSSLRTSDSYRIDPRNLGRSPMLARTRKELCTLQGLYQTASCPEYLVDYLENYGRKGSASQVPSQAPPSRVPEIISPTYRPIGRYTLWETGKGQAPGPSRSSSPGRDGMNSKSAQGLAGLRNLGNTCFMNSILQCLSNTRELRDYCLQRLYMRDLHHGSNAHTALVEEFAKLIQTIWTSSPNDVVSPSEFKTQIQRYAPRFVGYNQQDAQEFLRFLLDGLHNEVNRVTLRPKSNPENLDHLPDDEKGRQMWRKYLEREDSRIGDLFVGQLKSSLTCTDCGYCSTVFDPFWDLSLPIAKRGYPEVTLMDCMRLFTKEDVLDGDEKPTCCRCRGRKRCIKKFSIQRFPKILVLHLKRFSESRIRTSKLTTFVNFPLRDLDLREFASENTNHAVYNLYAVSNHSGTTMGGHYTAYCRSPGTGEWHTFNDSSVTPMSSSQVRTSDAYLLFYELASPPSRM
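USP2 core (10nM final) preincubated 30min RT with compound in 20mM Tris-HCl pH 8.0, 2mM CaCl2, 2mM beta-mercaptoethanol, 0.05% CHAPS; 25nM Ub-CHOP2 plus 25nM reporter substrate added, fluorescence (Ex485/Em531) read after 60min.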
Chronic BCR inh = inhibitors of chronic active B-cell receptor signaling; ABC-DLBCL IkBa-CBG/CBR reporter, luminescence ratio, 4 h; Potency, µM (series often up to 46.1 µM), without a hit: at the highest dose ratio change, negative = lower green/red ratio, usual class: inhibitors; actives 0.05% (n = 340,000); active means well fitted inhibition curve with a large enough effect in the signal ratio, with a control signal flat, not every such curve was filed as active; inconclusive means small, poorly fitted or top-dose-only effect, or effect the other way, or a change in a side signal; the % refers to the signal ratio;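 further: potency means the concentration at half of the fitted maximal effect; plate controls were basal doxycycline-induced cells for no effect and cells given 10 µM MG132 for full effect; MG132 reads +100%, hits lower the ratio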
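TMD8 human ABC-DLBCL cells with doxycycline-inducible IκBα–green luciferase fusion and unfused red luciferase, in 0.5% FBS medium; compounds up to 46 uM, 4 h at 37C. Green/red luminescence ratio, filter-overlap corrected, fitted to concentration-response curves.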
uPA generation = cell surface uPA generation inhibition | cell surface uPA generation assay, qHTS | Potency, µM (series often up to 38.3 µM), for the others: top-dose activity change, negative = inhibition, usual class: inhibitors | actives 0.31% (n = 330,000); active means well fitted inhibition curve with a large enough effect; inconclusive means small, poorly fitted or top-dose-only effect; inactive means no such curve, though single readings can be large or run the other way; tested in mouse RAW 264.7 cells; further: potency means the concentration at half of the fitted maximal effect; on the % scale 0 is the no-effect control and ±100 the full control effect; nearly all actives have a fitted effect of over 55% in size
Mito fusion act = mitochondrial division inhibition or fusion activation; Potency, µM (series often up to 46.1 µM), for inactives: at the highest dose growth rescue (activation), actives largely listed as activators; AID 485298; S. cerevisiae fusion-defective mutant growth rescue, CellTiterGlo 48 h; actives 0.23% (n = 320,000);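 further: potency means the concentration at half of the fitted maximal effect; % of control where 0% means no effect; nearly all actives have a fitted effect of over 45% in size; temperature-sensitive fusion mutants such as fzo1-1 at 37 °C on non-fermentable ethanol glycerol medium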
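Temperature-sensitive fusion-defective S. cerevisiae (e.g. fzo1-1, mgm1-5) were grown with compound in YPEG medium (3% ethanol, 3% glycerol) for 48 hours at 37C. Growth rescue was measured as viability by CellTiterGlo luminescence after 10 minutes at ambient.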
Eya2 inh = Eya2 (human) phosphatase inhibition; O00167; recombinant Eya2, OMFP fluorescence dephosphorylation (OMFP is methylfluorescein phosphate); Potency, µM (doses to about 76.9 µM), for inactives: at the top dose activity, negative = inhibition, actives largely listed as inhibitors; actives 0.006% (n = 330,000); AID 488837; further: potency means the concentration at half of the fitted maximal effect; on the % scale 0 is the no-effect control and ±100 the full control effect
Target sequence (O00167 whole entry, looked up): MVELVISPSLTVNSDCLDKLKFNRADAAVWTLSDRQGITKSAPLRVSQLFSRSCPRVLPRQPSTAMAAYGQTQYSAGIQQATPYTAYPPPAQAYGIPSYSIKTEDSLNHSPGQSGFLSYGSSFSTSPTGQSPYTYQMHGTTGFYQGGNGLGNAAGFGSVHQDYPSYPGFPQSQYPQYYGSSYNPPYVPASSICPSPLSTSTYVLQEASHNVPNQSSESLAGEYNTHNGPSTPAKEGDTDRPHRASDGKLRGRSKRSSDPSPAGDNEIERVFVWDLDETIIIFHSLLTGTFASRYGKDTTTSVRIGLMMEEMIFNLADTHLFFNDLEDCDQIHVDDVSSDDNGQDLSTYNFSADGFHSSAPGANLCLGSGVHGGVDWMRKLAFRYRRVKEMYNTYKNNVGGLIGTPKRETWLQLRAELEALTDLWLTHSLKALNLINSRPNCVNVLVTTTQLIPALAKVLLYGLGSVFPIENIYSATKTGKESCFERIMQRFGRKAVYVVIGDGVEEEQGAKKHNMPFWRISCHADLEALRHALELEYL
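Eya2 protein (added as 0.2 uM solution) was preincubated with compound for 10 min at ambient temperature in 50 mM HEPES pH 7.5, 50 mM NaCl, 5 uM MgCl2, 0.05% BSA, 1 mM DTT. OMFP (added at 50 uM) then reacted 10 min; fluorescence read at 485/525 nm.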
TSG101-PTAP inh = blocks PTAP/TSG101 interaction to inhibit HIV-1 budding; 340,000 tested, under 10 active; Potency, µM (top dose mostly 115 µM), without a hit: at the top dose activity change, negative = inhibition, most hits filed as inhibitors; Fluorescence polarization, FITC-PTAP peptide / Tsg101 binding; active means well fitted inhibition curve with a large enough effect in the main read-out, with a control signal flat, not every such curve was filed as active; inconclusive means small, poorly fitted or top-dose-only effect, or effect the other way, or a change in a side signal; inactive means no such curve, though single readings can be large or run the other way; further: potency means the concentration at half of the fitted maximal effect; % of control where 0% means no effect
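FP read-out: FITC-PTAP peptide, 50 nM final, binding Tsg101 binding domain, 10 uM final; 20 min, r.t.; 10 mM HEPES pH 7.5, 0.15 M NaCl, 0.01% Tween 20, 3 mM EDTA, 0.1 mM TCEP.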
TSHR antagonist = antagonists of human thyroid stimulating hormone receptor. AID 504810. activity change, negative = inhibition, % at 11.5 µM. TSHR-expressing cells, TSH-stimulated cAMP HTRF, 2 h; hits give low values. actives 0.2% (n = 330,000). P16473;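 active means activity change below a set negative limit, meaning inhibition stronger than a set level, cut at about -70% in these data; inconclusive means activity change between two set negative limits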; further: on the % scale 0 is the no-effect control and ±100 the full control effect
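Freshly harvested TSHR cells receive pin-tooled compound, then EC80 TSH at 4nM final. After 2 hours at 37 deg C, antibody in lysis buffer and cAMP-d2 are added; 30 minutes at ambient temperature precede the HTRF read.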
B2AR arrestin = recruits beta-arrestin to the human beta2-adrenergic receptor. beta-arrestin recruitment to beta2AR, cell-based reporter. actives 0.02% (n = 330,000). P07550. Potency, µM (top dose mostly 46.1 µM), inactives show top-dose activation, usual class: activators;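 further: potency means the concentration at half of the fitted maximal effect; 0% = DMSO controls and full agonism = EC100 isoproterenol or metaproterenol; nearly all actives have a fitted effect of over 65% in size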
ELG1 DNA repair = inhibitors of ELG1-dependent DNA repair in HEK293T cells. HEK293T ELG1-luciferase reporter, luminescence, 16 h; DNA damage induced by 5-fluorouridine. Potency, µM (titrated, usually from 46.1 µM), for inactives: top-dose activity change, negative = inhibition, hits mostly inhibitors. actives 2.3% (n = 330,000); further: potency means the concentration at half of the fitted maximal effect; on the % scale 0 is the no-effect control and ±100 the full control effect; nearly all actives have a fitted effect of over 55% in size
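In this reporter screen, reduction of luminescence relative to DMSO vehicle indicated activity. Compounds and 5-fluorouridine were added together to 2,000 cells per well, incubated for 16 hr at 37 °C, then developed with ONE-Glo.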
Tb PFK inh = T. brucei PFK enzyme inhibition | O15648 | T. brucei PFK, ADP-Glo luminescence | Potency, µM (top dose mostly 57.5 µM), without a hit: top-dose activity, negative = inhibition, most hits filed as inhibitors | actives 0.17% (n = 330,000);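 further: potency means the concentration at half of the fitted maximal effect; 0% = uninhibited 1x PFK enzyme wells and -100% = no-enzyme wells; nearly all actives have a fitted effect of over 60% in size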
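Compounds were pin-transferred as a titration series up to 57 uM into substrate buffer (0.5 mM F6P, 0.1 mM ATP, pH 8.0), then 1.25 nM PFK was added and reactions ran 45 min before ADP-Glo detection.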
TCR act = T cell receptor activation | 330,000 tested, under 10 active | AID 504894 | Potency, µM (highest dose often 9.22 µM), without a hit: top-dose activation of IL-2 secretion, actives largely listed as activators | primary human leukocytes, anti-CD3, IL-2 HTRF, 48 h; further: % of control where 0% means no effect
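HTRF read-out of IL-2 secretion: europium cryptate donor excited at 320nm, d2 acceptor emission at 665nm. Cells were primary human leukocytes incubated 48 hr with compounds and a-CD3 beads, supplying TCR signal only.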
An asterisk follows results filed as active; ? = inconclusive; · = no result given; [ ] = another dose, or the depositor's remark. Unless noted, the call rests on the fitted dose curve; in most records, active means well fitted curve in the direction sought with a large enough effect; inconclusive means small, poorly fitted or top-dose-only effect, or another doubt; inactive means no such curve, though single readings can be large; an effect the other way counts as inactive or inconclusive. Rows are unselected; overall some 3% were active at least once.

SMILES	USP2a block	Chronic BCR inh	uPA generation	Mito fusion act	Eya2 inh	TSG101-PTAP inh	TSHR antagonist	B2AR arrestin	ELG1 DNA repair	Tb PFK inh	TCR act
CCOc1ccc(NC(=O)C(CC)n2nc(C)c3c(C)n(-c4ccccc4)nc3c2=O)cc1 (stereo unspecified)	1%	-17%	-1%	-20%	-3%	1%	-1	-0.6%	?	?	6%
CCCc1cc(C(=O)N2CCN(C(c3ccccc3)c3ccccc3)CC2)no1	1%	18%	-11%	27%	-3%	-2%	4	-0.1%	?	-2%	-1%
COc1ccc(S(=O)(=O)N2CCOCC2)cc1Cl	4%	-16%	8%	3%	-1%	-6%	-4	0.3%	2%	-1%	-27%
CC(C)(C)OC(=O)N1O[C@H]2CC1[C@@H]1[C@@H]2N=NN1CCc1ccncc1	0%	-4%	-12%	·	1%	0%	4	0.0%	0%	-4%	-3%[46.1 µM]
CC1(c2ccccc2Cl)NC(=O)N(CC(=O)Nc2ccc(N3CCCCC3)cc2)C1=O (stereo unspecified)	0%	?	-3%	8%	-14%	1%	30	-1.0%	5%	-3%	4%
COc1ccc(-c2cc(C(=O)NCc3ccco3)no2)cc1OC	0%	?	-5%	-2%	-16%	-1%	5	-0.9%	24%	-3%	-10%
CCOC(=O)C1=C(Nc2ccc(OC)cc2)OCC1=O	9%	-2%	13%	-2%	8%	2%	5	0.1%	-14%	-1%	-8%
CC(C)(C)c1ccc(NC(=O)CSc2nnc(-c3n[nH]c4ccccc34)o2)cc1	-6%	?	-4%	16%	-4%	-3%	2	3.3%	3%	0%	-1%[46.1 µM]
Cc1ccc(NC(=O)CSc2ccc(S(=O)(=O)N3CCCC3)cn2)cc1F	0%	?	-12%	-2%	3%	1%	-3	0.1%	25%	0%	4%
CCN1CCN(c2ccc(S(=O)(=O)N3CCCCC3)cc2NC(=O)COc2ccc(Cl)cc2)CC1	-1%	-1%	1%	4%	-12%	-4%	-1	0.0%	?	-13%	1%
O=C(Nc1nnc(-c2ccccc2)s1)c1cccc(S(=O)(=O)N2CCOCC2)c1	-1%	?	2%	4%	-13%	0%	-20	0.5%	2%	1%	-4%[46.1 µM]
O=S(=O)(Nc1nc2c(s1)CCCC2)c1ccc2ccccc2c1	-5%	3%	4%	12%	1%	-3%	-15	-0.1%	-9%	0%	-3%
O=C(COC(=O)c1ccccc1O)NC12CC3CC(CC(C3)C1)C2	-6%	0%	1%	·	1%	0%	-9	-1.1%	?	1%	3%
O=C1CC(=O)C(n2cncn2)C(c2cccc(Cl)c2)C1 (stereo unspecified)	3%	-4%	·	0%	7%	-5%	15	-1.2%	13%	3%	1%
COc1ccccc1-c1nnc(Sc2nc([N+](=O)[O-])nn2C)o1	5%	?	·	-14%	-3%	-5%	2	-0.2%	?	-6%	-6%
CC(=O)Nc1cccc(C(=O)NC(C)c2ccc(-n3ccnc3)cc2)c1 (stereo unspecified)	0%	5%	2%	4%	-3%	0%	27	0.0%	4%	0%	-9%
COc1ccc(Cl)cc1NC(=O)CN(C)CC(=O)Nc1ccc2c(c1)OCO2	4%	-7%	19%	4%	18%	1%	-8	0.3%	-25%	-1%	4%
Cc1csc(N(C(=O)CCNC(=O)c2ccc([N+](=O)[O-])cc2)c2ccccc2)n1	4%	-6%	-2%	7%	-16%	-4%	21	3.4%	-10%	3%	3%[46.1 µM]
O=C(NCCc1ccc(Cl)cc1)C1CCN(S(=O)(=O)c2ccc(Br)s2)CC1	1%	?	-5%	21%	-7%	2%	-7	3.3%	?	1%	-4%
COCCCNC(=O)/C(C#N)=C/c1cccc(NC(=O)c2ccccc2Cl)c1	1%	?	-11%	-4%	-4%	-2%	-6	0.3%	1%	4%	-3%[46.1 µM]
CC(C)(C)C1CCC(=O)N(CCC#N)CC1 (stereo unspecified)	-1%	1%	2%	1%	6%	0%	33	-0.8%	2%	-2%	7%
Cc1nn(-c2ccccc2)c(C)c1/C=N/NC(=O)c1cc(C23CC4CC(CC(C4)C2)C3)[nH]n1	3%	7%	-16%	?	8%	-1%	-5	-0.7%	16µM*	1%	-1%
CCOC(=O)NC(Nc1ccc(S(N)(=O)=O)cc1)(C(=O)OCC)C(F)(F)F (stereo unspecified)	1%	-23%	-3%	-4%	16%	0%	13	-0.2%	?	-2%	2%
CCOC(=O)C1=C(C)c2ccccc2OC1C(=O)OCC (stereo unspecified)	0%	1%	1%	·	-9%	-3%	-8	-0.1%	9%	-1%	-11%[46.1 µM]
COc1cc([N+](=O)[O-])ccc1NC(=O)CSc1nccn1C	0%	?	-5%	5%	-3%	4%	-2	-0.3%	10%	-2%	-8%
COC(=O)Cn1cc(C(=O)c2cccs2)c2ccccc21	0%	-25%	3%	13%	4%	-8%	0	0.2%	3%	12%	·
N#Cc1ccccc1OCC(=O)N(C1CCCCC1)C1CCS(=O)(=O)C1 (stereo unspecified)	3%	?	-3%	5%	5%	0%	-6	-0.6%	12%	0%	9%
O=C(c1ccc(OC2CCN(CCc3ccccc3)CC2)cc1)N1CCCC1	-1%	?	-7%	0%	1%	·	25	-0.3%	?	-2%	6%
Cc1ccc(SCc2c(C(=O)N/N=C/c3cccnc3)nnn2-c2nonc2N)cc1	-1%	-8%	-3%	3%	1%	-2%	-6	0.0%	?	1%	3%
O=C(Nc1ccccn1)c1cccc(S(=O)(=O)N2CCOCC2)c1	1%	3%	-6%	0%	9%	-6%	-2	0.1%	1%	-2%	-1%
COc1ccccc1NC(=O)CSC1=NC(=O)C(Cc2ccccc2)C(=O)N1 (stereo unspecified)	0%	2%	2%	7%	-7%	-1%	0	-0.7%	2%	-6%	-8%
COc1cccc(CNC(=O)CN(c2cc(C)cc(C)c2)S(=O)(=O)c2c(C)noc2C)c1	-1%	2%	6%	2%	23%	-1%	-4	-0.3%	-21%	1%	-2%
Cc1cccc(N2CC(O)(c3cccs3)[N+]3=C2CCCC3)c1 (stereo unspecified)	0%	0%	-7%	5%	-2%	-3%	-5	0.3%	-11%	0%	1%
CCCCCN(C(=O)CCC(=O)OCC(=O)N1CCCCC1)c1c(N)n(CCCC)c(=O)[nH]c1=O	2%	3%	-4%	3%	-7%	·	9	-0.9%	-5%	-6%	-5%
CCOc1ccc2nc(N/C(N)=N/S(C)(=O)=O)nc(C)c2c1	-9%	?	-8%	-2%[9.22 µM]	3%	-2%	9	0.3%	?	-10%	0%
Cc1cc(OCC(=O)OCC(=O)NCC2CCCO2)ccc1Cl (stereo unspecified)	0%	1%	2%	-3%	22%	-3%	-10	-0.1%	7%	-3%	54%
O=C1NC(=O)c2cc([N+](=O)[O-])cc3cccc1c23	-2%	0%	-7%	-6%	-7%	-5%	-11	0.1%	-25%	1%	·
CN(C)S(=O)(=O)c1cc(C(=O)NCCCn2ccc3ccccc32)ccc1Cl	-5%	-8%	3%	2%	16%[15.4 µM]	-5%	13	0.3%	?	-7%	4%
COc1ccc(CCNC(=O)CSCC(=O)Nc2ccccc2)cc1OC	4%	-10%	4%	3%	-16%	-1%	13	-1.0%	?	-6%	0%
Cc1c(C(=O)Nc2ccc(Oc3ccccc3)cc2)sc2nc3n(c(=O)c12)CCC3	-4%	?	-18%	7%	-1%	-1%	-17	-0.2%	?	-5%	2%
O=C(Nc1ccccn1)C(F)(F)C(F)(F)C(F)(F)C(F)(F)C(=O)Nc1ccccn1	1%	-14%	3%	-1%	-1%	-1%	-1	-0.1%	-1%	-5%	-5%[46.1 µM]
Cn1nnnc1Sc1ncnc2scc(-c3ccc(-c4ccccc4)cc3)c12	3%	?	2µM*	·	-2%	0%	-34	2.5%	?	0%	4%
COc1ccccc1/C=C(/C(=O)OCC(=O)NCc1ccccc1)c1ccccc1	-1%	-2%	5%	24%	-7%	-1%	-22	6.8%	?	-1%	-6%[46.1 µM]
C[N+]1(CC(=O)OC2CCCCCCCCCCC2)CCCC1	3%	?	-5%	-7%	11%	0%	8	0.0%	?	2%	-2%
Nc1cc(=O)[nH]c(=O)n1-c1ccc(Cl)cc1	3%	5%	-1%	2%	-2%	0%	-3	-0.8%	1%	-10%	4%
